ATXN viability = Viability Counterscreen for Primary qHTS for Inhibitors of ATXN expression; AID 651635, 2014; S2 cells (HEK-293 line with an ATXN2-luciferase reporter) viability, CellTiter-Fluor protease fluorescence, 24 h; Potency, µM (doses to about 56.7 µM), actives largely listed as cytotoxic; 400,000 compounds, 0.49% hits; note: potency is the fitted concentration of half-maximal effect; nearly all actives have a fitted effect of over 40% in size
A549 tox = Nrf2 qHTS screen for inhibitors: counterscreen for cytotoxicity; A549 ARE-Fluc cells, CellTiter-Fluor viability, 18-24 h; Potency, µM (series often up to 46 µM), for the others: top-dose activity change, negative = cytotoxicity, hits mostly inhibitors; 390,000 compounds, 0.16% hits; AID 504648, 2011; note: potency is the fitted concentration of half-maximal effect; % is set by controls: 0 for no effect and ±100 for the full control effect
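A549 ARE_Fluc cells in 5% FBS OPTI-MEM were exposed to compounds in concentration-response for 18-24 h at 37 deg C. Viability was read by CellTiter-Fluor fluorescence (Ex 405/Em 525) after 30 min, before the luciferase read.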
IL2 activator = qHTS of IL-2 Activators; IL-2 activation reporter assay, cell-based qHTS; stimulated with anti-CD3/CD4/CD28 beads; in transgenic mouse T cells; activation, % (series mostly up to about 46 µM); 360,000 compounds, 0.065% hits; AID 652025, 2013; in the data active = activation above about 50%; inconclusive = mostly about 30% to 49%; note: 0% is about no effect
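Quantitative HTS in unstimulated transgenic mouse T cells, with memory T cells as non-tolerant control and PMA/ionomycin as tolerance-bypass control. Compound pretreatment lasted 60 minutes before 18 h bead stimulation; EGFP/DsRed fluorescence read.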
TGFb inhibitor = qHTS for Inhibitors of TGF-b. HepG2 CAGA-GFP TGF-b/SMAD3 reporter, GFP fluorescence, 18 h; TGF-beta stimulated, 500 pg/mL final. Potency, µM (titrated, usually from 46.1 µM), inactives show at the highest dose activity, negative = inhibition, usual class: inhibitors. 410,000 compounds, 1.2% hits; note: potency is the fitted concentration of half-maximal effect; % is set by controls: 0 for no effect and ±100 for the full control effect; nearly all actives have a fitted effect of over 65% in size
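HEPG2 CAGA-GFP, 1000 cells/well; 2 h settle, 37 C; cpd via pin tool; TGF-b 500 pg/mL final; 18 h, 37 C; GFP imaging ex488/em500-530; %Activity normalised to -TGF-b and +DMSO controls; CRC fit, curve class.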
EPAC2 agonist = qHTS for Agonist of cAMP-regulated guanine nucleotide exchange factor 4 (EPAC2): primary screen; EPAC2 activation, biochemical qHTS; response scale: 100% = 6.5 mM cAMP response; 360,000 compounds, 0.079% hits; Rap guanine nucleotide exchange factor 4 (Homo sapiens), Q8WZA2; Potency, µM (series often up to 154 µM), without a hit: top-dose activation, actives largely listed as activators; note: potency is the fitted concentration of half-maximal effect; nearly all actives have a fitted effect of over 50% in size
Target sequence (Q8WZA2 whole entry, looked up): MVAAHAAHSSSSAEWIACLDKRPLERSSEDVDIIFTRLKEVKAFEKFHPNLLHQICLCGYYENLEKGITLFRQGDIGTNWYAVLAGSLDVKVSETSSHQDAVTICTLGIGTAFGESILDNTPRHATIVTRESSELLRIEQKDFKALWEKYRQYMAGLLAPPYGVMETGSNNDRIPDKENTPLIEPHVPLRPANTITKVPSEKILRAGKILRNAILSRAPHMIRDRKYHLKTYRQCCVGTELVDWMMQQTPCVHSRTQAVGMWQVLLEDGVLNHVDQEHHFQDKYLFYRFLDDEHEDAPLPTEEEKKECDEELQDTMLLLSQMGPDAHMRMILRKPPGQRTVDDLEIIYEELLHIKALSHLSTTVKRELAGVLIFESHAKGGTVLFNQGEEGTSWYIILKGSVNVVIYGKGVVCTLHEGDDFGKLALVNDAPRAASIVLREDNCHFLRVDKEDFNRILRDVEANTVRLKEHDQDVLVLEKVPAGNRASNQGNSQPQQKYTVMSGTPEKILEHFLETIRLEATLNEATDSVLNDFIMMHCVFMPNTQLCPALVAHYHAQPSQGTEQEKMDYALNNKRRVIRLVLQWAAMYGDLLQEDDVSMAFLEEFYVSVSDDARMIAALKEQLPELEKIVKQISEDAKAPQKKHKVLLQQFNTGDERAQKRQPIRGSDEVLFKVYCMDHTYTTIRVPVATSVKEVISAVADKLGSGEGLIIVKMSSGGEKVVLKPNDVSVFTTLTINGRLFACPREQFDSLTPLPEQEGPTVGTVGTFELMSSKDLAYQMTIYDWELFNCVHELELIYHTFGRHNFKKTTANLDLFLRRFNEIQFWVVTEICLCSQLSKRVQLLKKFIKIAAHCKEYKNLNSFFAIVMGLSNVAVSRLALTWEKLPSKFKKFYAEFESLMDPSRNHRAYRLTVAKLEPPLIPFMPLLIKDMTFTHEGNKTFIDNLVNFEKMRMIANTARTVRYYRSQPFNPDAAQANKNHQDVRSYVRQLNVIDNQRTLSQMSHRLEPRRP
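Compounds were titrated in qHTS against a Rap1B-BODIPY-GDP (250 nM) complex with EPAC2 (100 nM) and GDP (50 uM). BODIPY-GDP release tracked at 480/540 nm over 30 min at room temperature, normalized to 6.5 mM cAMP.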
Nrf2 block = Nrf2 qHTS screen for inhibitors; A549 ARE-Fluc reporter, luciferase luminescence, 18-24 h; Potency, µM (highest dose often 46 µM), without a hit: at the highest dose activity change, negative = inhibition, hits mostly inhibitors; 360,000 compounds, 2.1% hits; AID 504444, 2011; note: potency is the fitted concentration of half-maximal effect; % is set by controls: 0 for no effect and ±100 for the full control effect; nearly all actives have a fitted effect of over 60% in size
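Nrf2 activity is the BugLite luminescence, read 15 min after reagent at room temperature, following CellTiter-Fluor cytotoxicity readout (30 min, 37C). Compound titrations were applied for 18-24 h to 5000 A549 ARE_Fluc cells/well in 5% FBS OPTI-MEM.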
ATXN2 expr inh = Primary qHTS for Inhibitors of ATXN expression | HEK-293 ATXN2-luciferase reporter, luminescence, 24 h | Potency, µM (highest dose often 57 µM), for the others: at the highest dose activity change, negative = inhibition, usual class: inhibitors | 360,000 compounds, 0.72% hits | AID 1745845, 2022; note: potency is the fitted concentration of half-maximal effect; % is set by controls: 0 for no effect and ±100 for the full control effect; nearly all actives have a fitted effect of over 55% in size
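ATXN2-luciferase reporter cells (luciferase flanked by upstream and downstream ATXN2 gene portions) were treated 24 h at 37 °C with compounds at up to 57 uM. SteadyGlo luminescence gave expression; GF-AFC fluorescence gave viability.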
HepG2 viability = qHTS for Inhibitors of TGF-b: Cytotox Counterscreen; HepG2 CAGA-GFP viability, ATP luminescence, 18 h; Potency, µM (doses to about 46.1 µM), inactives show at the top dose activity change, negative = cytotoxicity, usual class: cytotoxic; 410,000 compounds, 0.76% hits; AID 588856, 2011; note: potency is the fitted concentration of half-maximal effect; some results filed as inactive show a strong effect at the top dose
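HepG2 CAGA-GFP cells (1000/well, DMEM with 1% FBS) received compound, then TGF-beta at 500 pg/mL final, and were incubated 18 hours at 37 degrees C. Viability was read by CellTiter-Glo luminescence. Media-only wells were set as complete cell-killing and DMSO as no toxicity.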
Nrf2 activator = qHTS of Nrf2 Activators; AREc32 ARE-luciferase reporter (MCF7-derived line), luminescence, 24 h; Potency, µM (titrated, usually from 46.1 µM), for inactives: at the highest dose activation, hits mostly activators; 410,000 compounds, 0.31% hits; note: potency is the fitted concentration of half-maximal effect; % of control where 0% means no effect; nearly all actives have a fitted effect of over 65% in size
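ARE activation measured as luciferase luminescence (Steady-Glo, 30 min RT) in AREc32_Fluc cells after 24 hr compound exposure at 37 deg C, 5% CO2; cells seeded overnight at 1000/well in OPTI-MEM, 5% FBS.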
* = called active by the depositor; i = inactive; u = inconclusive; x = no result given; [ ] = dose if it differs, or a comment. Unless noted, calls come from the whole dose curve; as a rule, active = well fitted curve in the direction sought with a large enough effect; inconclusive = small, poorly fitted or top-dose-only effect, or another doubt; inactive = no such curve, though single readings can be large; an effect the other way counts as inactive or inconclusive.

SMILES,EPAC2 agonist,TGFb inhibitor,Nrf2 activator,Nrf2 block,ATXN2 expr inh,HepG2 viability,IL2 activator,A549 tox,ATXN viability
COc1cccc(NC(=O)N2C3CCCC2CC(NC(=O)C(C)(C)C)C3)c1 (stereo not given),5.4%,-14.8%,-0.5%,-9.3%,7.2%,1.3%,0.6,-16.1%,i
Cc1ccc2nc(Cl)nc(-c3ccccc3)c2c1,2.4%,10.5%,0.5%,-10.9%,-17.0%,-6.0%,-0.5,1.8%,x
O=C(CSc1nc2ccc(NC(=O)C3CCCCC3)cc2s1)NCC1CCCO1 (stereo not given),2.3%,-3.2%,7.2%,u,17.4%,21.4%,0.2,-13.8%,i
Cc1ccc(N=Cc2c(O)c3ccccc3oc2=O)cc1F,2.9%,-27.3%,2.3%,-16.2%,17.3%,-32.1%,1.4,-3.3%,i
S=C(NCCCc1ccccc1)NCc1ccccc1,8.5%,u,-0.3%,11.8%,1.3%,-34.3%,0.0,-0.6%,i
O=C(/C=C/c1ccc(Cl)c(Cl)c1)NCCCn1ccnc1,-0.8%,2.0%,-0.4%,-3.7%,25.1%,-5.4%,-1.9,0.5%,i
C[C@@H](NC(=O)CN1C(=O)c2ccccc2S1(=O)=O)c1ccccc1,11.2%,8.5%,-0.4%,0.7%,x,7.3%,-0.4,6.0%,i
Cc1nc2ccc([N+](=O)[O-])cc2c(=O)n1Cc1ccccc1Br,11.1%,-22.5%,-0.4%,-12.7%,5.9%,3.6%,3.5,-5.8%,i
O=C(CCN1C(=O)c2ccccc2C1=O)Nc1cccc(S(=O)(=O)N2CCCCC2)c1,9.0%,0.0%,-0.4%,-1.9%,x,0.3%,-1.9,-3.8%,x
Cn1c(Cn2cnc3ccccc32)nc2ccccc21,3.1%,3.6%,-0.2%,-23.0%,-13.8%,-23.7%,1.8,-1.3%,i
CCOc1cccc(=O)c2c(C)oc(C)c12,u,20.0%,0.2%,u,3.9%,0.8%,9.1,7.8%,i
Cc1oc(-c2ccc(Cl)cc2)nc1CS(=O)CC(=O)NCCc1ccccc1 (stereo not given),x,u,5.2%,x,x,-30.3%,x,-11.3%,x
CCCN(CC(=O)Nc1ccc(Cl)cc1Cl)C(=O)/C=C/c1ccco1,-6.9%,-9.0%,11.2µM*,11.6%,-12.8%,-6.1%,1.3,-3.6%,i
COC(=O)c1cc2occc2n1CC(=O)Nc1cc(OC)cc(OC)c1,-3.6%,-10.4%,3.9%,11.2%,-9.1%,6.2%,0.4,2.3%,i
COc1ccc(CNC(=O)COC(=O)c2ccc(Br)cc2)cc1,1.0%,-9.4%,-0.6%,-29.4%,-8.6%,3.8%,-4.8,9.9%,i
CCS(=O)(=O)N1Cc2ccccc2CC1C(=O)Nc1ccc(F)c(F)c1 (stereo not given),4.5%,0.6%,1.7%,3.0%,84.8%[activator],-2.0%,1.3,-12.3%,i
O=C(NC1CCCC1)C(c1cccs1)N(CC1CCCO1)C(=O)Cc1cccs1 (stereo not given),-0.6%,u,-0.6%,x,-23.0%,-0.2%,-0.1,-9.4%,i
CCOCCCNC(=S)N1CCC(C(=O)c2ccc(C)cc2)CC1,11.2%,-9.0%,0.0%,-28.3%,-26.0%,-4.6%,-0.2,10.6%,i
Cc1cc(C)cc(Cn2c3ccc(NC(=O)NCCc4cccs4)cc3c(=O)n2C)c1,5.1%,u,0.4%[9.22 µM],x,-22.8%,-12.9%,1.4,x,u
CCOc1cccc(/C=N/N2C(C)CCCC2C)c1O (stereo not given),-6.6%,-5.1%,-0.3%,5.8%,17.2%,0.1%,-1.2,-0.3%,i
O=C(C1=C[C@@H](C2CCCCC2)C[C@@H](OCc2ccc(CO)cc2)O1)N1CCN(Cc2ccc3c(c2)OCO3)CC1,4.7%,11.2µM*,3.9%,u,u,7.2%,-0.5,-20.5%,u
CCn1c(C(C)NC(=O)c2ccc(Cl)cc2)n[nH]c1=S (stereo not given),-0.2%,10.1%,-0.7%,3.9%,-12.4%,2.9%,-0.3,-8.8%,i
CCOc1ccc(Nc2nc(Nc3ccc(OCC)cc3)nc(N3CCOCC3)n2)cc1,x,39.9%[activator],12.0%,0.2%,x,-26.0%,x,8.1%,x
CCOC(=O)c1c(NC2=NS(=O)(=O)c3ccccc32)sc2c1CCC(C)C2 (stereo not given),9.0%,-7.0%,-0.7%,0.0%,-11.4%,-22.0%,-1.0,12.1%,i
COc1cc(/C=N/NS(=O)(=O)c2ccc(C(C)(C)C)cc2)cc([N+](=O)[O-])c1O,-0.2%,15.4%,3.3%,-11.6%,-2.8%,55.5%,0.9,-15.0%,i
O=C(Oc1c(Br)cc([N+](=O)[O-])cc1Br)c1cccnc1,7.7%,u,1.7%,u,u,-34.6%,-6.4,u,u
Cc1ccc(O)c(NC(=O)C2CCCCC2)c1,0.3%,-1.0%,24.0%,-0.1%,7.6%,-10.8%,0.8,1.2%,i
Cc1ccc(C(=O)N2CCC3(CC2)Oc2ccc(Cl)cc2C(=O)C32CC(c3ccc(Cl)cc3)=NO2)s1 (stereo not given),13.5%,0.0%,-0.1%,6.9%,9.2%,3.4%,0.8,-1.1%,i
CCc1ncn(CCc2ccccc2OC)c1C(C)C,7.3%,x,0.7%,x,-3.1%,x,-0.7,x,i
CC(C)CSC1=NSC2=NC(=O)/C(=C\c3cccs3)C(=N)N12,2.2%,u,2.3%,9.1%,22.5%,-37.4%,4.9,-13.4%,i
CCOc1ccc(N(C)S(=O)(=O)c2ccc3[nH]cc(C(=O)NCCOC)c(=O)c3c2)cc1,1.2%,0.5%,-0.8%,-25.1%,-9.2%,29.4%,-0.2,-9.0%,i
CC(=O)Oc1ccc(CN2C(=O)C(CCc3ccccc3)ON=C2c2cnccn2)cc1 (stereo not given),8.7%,1.9%,5.2%,x,37.7%,-2.1%,0.4,x,i
COC(=O)[C@@]12CCCN1[C@H](c1ccc(-c3ccc(OC)cc3)c(OC)c1)[C@H]1C(=O)N(C)C(=O)[C@H]12,1.9%,-1.4%,2.7%,-20.8%,-10.0%,-3.2%,-4.2,-3.3%,i
Cc1cc(C)cc(C(=O)NCC(=O)OCC(=O)N2c3ccccc3NC(=O)C2(C)C)c1,6.9%,3.9%,0.3%,8.3%,10.8%,1.8%,-1.5,-2.9%,i
CCc1cc2cccc(C)c2nc1SCC(=O)Nc1cc(C)on1,-1.9%,8.3%,-0.8%,9.2%,-5.9%,3.7%,0.8,2.3%,i
CC(C)C1CC(c2ccccc2)(C(CN)CO)CCO1 (stereo not given),0.9%,-0.7%,0.3%,6.2%,-35.8%,-4.1%,2.6,-0.3%,i

An excerpt of these results, with two lines to a compound.
Values in the order: EPAC2 agonist	TGFb inhibitor	Nrf2 activator	Nrf2 block	ATXN2 expr inh	HepG2 viability	IL2 activator	A549 tox	ATXN viability
> Cc1ccc(O)c(NC(=O)C2CCCCC2)c1
  0.3%	-1.0%	24.0%	-0.1%	7.6%	-10.8%	0.8	1.2%	i
> Cc1ccc(C(=O)N2CCC3(CC2)Oc2ccc(Cl)cc2C(=O)C32CC(c3ccc(Cl)cc3)=NO2)s1 (stereo not given)
  13.5%	0.0%	-0.1%	6.9%	9.2%	3.4%	0.8	-1.1%	i

(further entries)
SMILES,EPAC2 agonist,TGFb inhibitor,Nrf2 activator,Nrf2 block,ATXN2 expr inh,HepG2 viability,IL2 activator,A549 tox,ATXN viability
COc1ccc(-c2nnc(SCc3c(C)noc3C)n2N)cc1OC,4.9%,0.4%,0.0%,-12.8%,3.9%,0.0%,-1.1,1.4%,i
O=S(=O)(Nc1ccc(-c2ccc(N3CCCC3)nn2)cc1)c1cccc(C(F)(F)F)c1,x,u,4.9%,x,-2.4%,-17.4%,x,u,i
O=C1CC(c2ccco2)CC(O)=C1C=Nc1cc(Cl)cc(Cl)c1 (stereo not given),15.2%,6.0%,-0.5%,u,2.4%,-48.3%,0.0,-14.8%,i
COc1ccc2c(c1)[C@H]1[C@H](CO2)[C@H](c2ccccc2)[C@]2(C)C(=O)N[C@H](C)C(=O)N12,3.6%,-3.1%,-0.9%,-2.8%,-3.1%,-1.7%,-0.8,-3.1%,i
Cc1ccc([N+](=O)[O-])cc1S(=O)(=O)Nc1cccc(-c2ccc(N3CCOCC3)nn2)c1,8.6%,-11.9%,0.9%,-18.1%,7.0%,2.7%,0.5,-2.9%,i
CCn1c(SCC(=O)Nc2sc3c(c2C#N)CCCC3)nnc1-c1ccco1,-8.2%,-1.9%,0.3%,-16.7%,-14.8%,-23.9%,-2.3,-15.2%,i
O=C(O)c1ccc(N=Cc2nc(-c3ccco3)oc2O)cc1,9.4%,0.3%,-0.3%,-14.8%,x,-2.8%,0.6,-2.5%,i
COc1ccc(NC(=O)CN2CCN(C(=O)N3CCOCC3)CC2)cc1,7.7%,0.1%,-0.1%,2.7%,-3.5%,3.55µM*,1.3,1.3%,i
CCc1ccc(-n2c(=O)c3c(C)c(C(=O)N(C)C)sc3n(CC(=O)NCc3ccco3)c2=O)cc1,-5.9%,15.5%,-0.5%,x,-21.3%,12.6%,-1.4,5.2%,i
O=C(NCc1ccc2c(c1)OCO2)c1ccco1,-2.0%,20.0%,0.0%,2.6%,7.9%[11.3 µM],4.5%,-1.2,1.5%,i
